# Compound activity: PubChem, National Center for Advancing Translational Sciences (NCATS)
# p53 reactivation: mutant p53 re-activation in reporter cells | H1299 p53-A138V BP100-luciferase reporter, luminescence, 24 h | Potency, µM (doses to about 92.2 µM), without a hit: top-dose activity change, positive = activation, usual class: activators | actives 0.063% (n = 320,000) | AID 504706; further: % of control where 0% means no effect; nearly all actives have a fitted effect of over 45% in size
#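 H1299 (p53-null), stable ts p53-A138V + BP100-Luc; 1000 cells/well, Opti-MEM/10% FBS; cpd 4 pt, 1:5; 24 h, 37 deg C, 5% CO2; detection reagent 10 min RT; luminescence.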
# ELG1 genotoxic: inducers of genotoxicity in HEK293T ELG1-luciferase cells | HEK293T ELG1-luciferase reporter, luminescence, 16 h | Potency, µM (series often up to 46 µM), for the others: at the highest dose activity change, positive = activation, usual class: activators | actives 1.3% (n = 330,000) | AID 504466; further: % of control where 0% means no effect; nearly all actives have a fitted effect of over 60% in size
#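 Step 1: seed 2,000 HEK293T ELG1-luciferase cells per well. Step 2: add compound or DMSO, incubate 16 hr at 37 °C. Step 3: ONE-Glo, 30 min at room temperature, read luminescence.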
# NPC1 promoter act: activators of NPC1 promoter; actives 2.4% (n = 320,000); Huh7 NPC1 promoter luciferase reporter, 24 h; Potency, µM (titrated, usually from 9.22 µM), for inactives: at the highest dose activation, actives largely listed as activators;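 further: % of control where 0% means no effect; nearly all actives have a fitted effect of over 60% in size; reporter is driven by a mutant NPC1 promoter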
#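 NPC1 promoter–luciferase Huh7 cells; 24 h compound; luminescence.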
# FLuc modulator: counter-screen for miR-21 project: firefly luciferase inhibitors or activators. purified FLuc, Km substrates, luminescence inhibition. Potency, µM (doses to about 57.5 µM), for inactives: at the top dose activity change, negative = inhibition, usual class: inhibitors. actives 6.9% (n = 360,000). AID 588342;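 further: plate controls were vehicle for no effect and reference inhibitor for full effect; nearly all actives have a fitted effect of over 55% in size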
#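 Purified P. pyralis luciferase (10nM final) with 10uM D-luciferin and 10uM ATP (Km levels) in 50mM Tris acetate pH 7.5, 10mM Mg acetate, 0.01% Tween-20, 0.05% BSA; qHTS 6-point titration, ~60 µM downward; luminescence read.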
# uPA generation: blocks generation of uPA at the cell surface; cell surface uPA generation assay, qHTS; Potency, µM (top dose mostly 38.3 µM), inactives show top-dose activity change, negative = inhibition, usual class: inhibitors; actives 0.31% (n = 330,000); AID 540303; active means well fitted inhibition curve with a large enough effect; inconclusive means small, poorly fitted or top-dose-only effect; inactive means no such curve, though single readings can be large or run the other way; tested in mouse RAW 264.7 cells; further: on the % scale 0 is the no-effect control and ±100 the full control effect; nearly all actives have a fitted effect of over 55% in size
# VP16 counter: counter-screen for ROR gamma inhibitors: Gal4-VP16 reporter; Drosophila S2 Gal4-VP16 UAS-luciferase, luminescence, 20 h; AID 2546; actives 3.5% (n = 310,000); Potency, µM (doses to about 53.6 µM), inactives show top-dose activity, negative = inhibition, most hits filed as inhibitors;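 further: Gal4-VP16 expression switched on by copper sulfate through the metallothionein promoter; on the % scale 0 is the no-effect control and ±100 the full control effect; nearly all actives have a fitted effect of over 50% in size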
# BRCA1 expr act: BRCA1 expression activation. MCF7-BRCA1-FFLuc reporter, luminescence, 48 h; response scale: scaled: vehicle 0%, 10 µM genistein 100%. Potency, µM (top dose mostly 46.1 µM), inactives show at the top dose activation, most hits filed as activators. actives 1.1% (n = 380,000). AID 624202; further: nearly all actives have a fitted effect of over 80% in size; some results filed as inactive show a strong effect at the top dose
#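 Compounds are tested at multiple concentrations on MCF7 BRCA1-luciferase reporter cells seeded at 2000 per well; after 48 h, a single luminescence end-point is taken and curves fitted to the normalized data.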
# RORgamma inh: blocks mouse ROR gamma transcriptional activity | actives 5.4% (n = 310,000) | Potency, µM (highest dose often 53.6 µM), without a hit: at the highest dose activity change, negative = inhibition, most hits filed as inhibitors | AID 2551 | P51450 | Drosophila S2 Gal4-RORgamma UAS-luciferase reporter, 20 h; further: on the % scale 0 is the no-effect control and ±100 the full control effect; nearly all actives have a fitted effect of over 60% in size
# Target sequence (P51450 whole entry, looked up, the tested form may be a part): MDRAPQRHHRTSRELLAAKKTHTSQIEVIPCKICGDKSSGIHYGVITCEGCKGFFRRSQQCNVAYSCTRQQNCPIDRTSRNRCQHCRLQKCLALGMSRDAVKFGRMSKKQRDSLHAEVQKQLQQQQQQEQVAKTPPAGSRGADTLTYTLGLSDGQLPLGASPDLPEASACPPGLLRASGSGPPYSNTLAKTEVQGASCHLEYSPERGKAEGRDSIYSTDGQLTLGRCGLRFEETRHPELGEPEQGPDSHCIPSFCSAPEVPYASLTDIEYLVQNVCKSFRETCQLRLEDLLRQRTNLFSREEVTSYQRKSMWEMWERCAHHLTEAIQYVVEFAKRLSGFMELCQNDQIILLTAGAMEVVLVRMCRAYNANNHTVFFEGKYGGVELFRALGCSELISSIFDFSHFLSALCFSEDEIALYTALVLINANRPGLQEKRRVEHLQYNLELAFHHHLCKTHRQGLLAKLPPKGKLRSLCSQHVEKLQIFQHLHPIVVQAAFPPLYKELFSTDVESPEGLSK
#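 Stably transfected Drosophila Schneider cells are the test system, with ROR gamma fused to Gal4 and luciferase under UAS control; luminescence is read after 20 hr of 700 uM copper sulfate induction at ambient temperature.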
# MBNL1 CUG block: blocks human MBNL1 binding to CUG repeat RNA; TR-FRET MBNL1-His/biotin-(CUG)12 binding, 665/545 ratio; Potency, µM (doses to about 57.5 µM), for the others: at the highest dose activity change, negative = inhibition, usual class: inhibitors; actives 0.036% (n = 280,000); AID 2675; active means well fitted inhibition curve with a large enough effect in the signal ratio, with a control signal flat, not every such curve was filed as active; inconclusive means small, poorly fitted or top-dose-only effect, or effect the other way, or a change in a side signal; inactive means no such curve, though single readings can be large or run the other way; the % refers to the signal ratio; further: on the % scale 0 is the no-effect control and ±100 the full control effect
# Target sequence (Q9NR56 whole entry, looked up): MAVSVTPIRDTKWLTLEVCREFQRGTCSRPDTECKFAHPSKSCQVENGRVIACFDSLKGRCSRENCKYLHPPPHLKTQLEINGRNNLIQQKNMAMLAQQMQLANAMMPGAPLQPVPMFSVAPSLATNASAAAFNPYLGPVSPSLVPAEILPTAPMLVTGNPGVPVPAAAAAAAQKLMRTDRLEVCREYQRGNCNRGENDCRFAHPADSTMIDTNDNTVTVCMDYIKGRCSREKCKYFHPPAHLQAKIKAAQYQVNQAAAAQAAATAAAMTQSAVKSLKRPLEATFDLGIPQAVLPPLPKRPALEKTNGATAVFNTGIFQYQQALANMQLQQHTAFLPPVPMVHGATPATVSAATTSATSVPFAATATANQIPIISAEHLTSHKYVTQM
#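 Ratiometric TR-FRET (665 over 545 nm, excitation 340 nm) tracks disruption of MBNL1-His/biotin-(CUG)12 complex after 60 min at room temperature, with compounds at 92 nM to 58 uM final.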
# Rab9 promoter act: Rab9 promoter activation | actives 2.8% (n = 320,000) | Huh7 Rab9 promoter-luciferase reporter, luminescence, 24 h | Potency, µM (series often up to 9.22 µM), inactives show top-dose activation, negative = inhibition, hits mostly activators; further: % of control where 0% means no effect; nearly all actives have a fitted effect of over 60% in size
#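 Measured in stably transfected Huh7 cells bearing a Rab9 promoter–luciferase construct: 24 h compound treatment at 37 °C, followed by luminescence detection.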
# Active calls of the source: *; ? = inconclusive; · = no result given; & = joins results of further samples; [ ] = remark or other dose. Unless noted, the call rests on the fitted dose curve; in most records, active means well fitted curve in the direction sought with a large enough effect; inconclusive means small, poorly fitted or top-dose-only effect, or another doubt; inactive means no such curve, though single readings can be large; an effect the other way counts as inactive or inconclusive. Potency means the concentration at half of the fitted maximal effect.
# Order of values: ELG1 genotoxic, FLuc modulator, MBNL1 CUG block, uPA generation, NPC1 promoter act, BRCA1 expr act, RORgamma inh, VP16 counter, p53 reactivation, Rab9 promoter act
Cc1ccccc1NC(=O)c1sc2nc[nH]c(=O)c2c1C
    -1%, -10%, -7%, 6%, 5%, -2%, 35%, -5%, 9%, -1%
N#CC1=C(SCC(=O)NC2CCCCC2)NC(=O)CC1c1ccco1 (stereo not drawn)
    -3%, -6%, -6%, -7%, 4%, -36%, 0%, 9%, 6%, 0%
COc1cccc(C2=CC(c3ccc(C)cc3)n3ncnc3N2)c1 (stereo not drawn)
    -4%, -2%, 29%, ·, 1%, ·, -100%, 3%, -3%, -1%
Cc1ccc(NC(=S)N(CCN2CCOCC2)Cc2ccccc2F)cc1Cl
    -2%, -4%, -1%, 5%, -1%, -29%, 10µM*, ?, 0%, 30%
CCc1nn(CC(=O)NCCC2=CCCCC2)c(=O)c2cc3cc(F)ccc3n12
    1%, 3%, -2%, 8%, 4%, 2%, -13%, -2%, -1%, 15%
Cc1cc(OCc2nc(-c3cccs3)no2)cc(C)c1Cl
    9%, ?, -7%, 5%, 10%, 33%, 28%, 18%, ?, 7%
Cc1nccc2[nH]c(=O)c(C(=O)NCCCN(C)C3CCCCC3)cc12
    -9%, 5%, -1%, ·, 0%, ·, 1%, 1%, -3%, -4%
COc1ccc(NC(=S)NC(=O)/C=C/c2ccccc2)cc1
    0%, 7%, -4%, 1%, 1%, 65%, 7.1µM*, 7.1µM*, ·, 11%
CN(C)CC(=O)N1CCc2ccccc2C1
    -3%, 0%, -13%, 4%, -3%, -5%, 7%, -4%, 0%, 1%
Cc1nc2c3ccccc3nc(NNC(=O)CCC(=O)N3CCN(c4ccc(F)cc4)CC3)n2n1
    -2%, 4%&-11%, -7%, -4%, 1%, 18%, 3%, 8%, -3%, 2%
CN(C)S(=O)(=O)c1ccc(Cl)c(NC(=O)CNC2(C)CCS(=O)(=O)C2)c1 (stereo not drawn)
    1%, ·, ·, -1%, ·, -1%, ·, ·, 2%, ·
Cn1cc([N+](=O)[O-])c(C(=O)N/N=C/c2ccc([N+](=O)[O-])cc2)n1
    4%, 1%, ?, 0%, -4%, -12%, -1%, -17%, -3%, -3%
C=CCNC(=O)c1ccc(Cn2cc(C(F)(F)F)ccc2=O)cc1
    7%, 1%, -10%, 7%, -4%, -25%, -1%, -1%, 0%, 18%
O=C(NCC1CC1)[C@]1(C(F)(F)F)C[C@H](CCC2CCCCC2)CCCO1
    ·, ·, ·, 13%, ·, -1%, -1%, -15%, ·, ·
O=C(NCc1cc(C(F)(F)F)cc(C(F)(F)F)c1)C12CN(Cc3ccccc3)CC1C(c1cccc([N+](=O)[O-])c1)=NO2 (stereo not drawn)
    1%, -1%, 8%, 6%, -4%, -17%, 6%, -8%, -4%, -10%
Cc1ccnc(Sc2ccc([N+](=O)[O-])cc2[N+](=O)[O-])n1
    ?, 6%, ?, -15%, -2%, -81%[inhibitor], 13µM*, ?, -13%, 2%
O=C(NCc1ccco1)C1CCN(S(=O)(=O)Cc2ccccc2)CC1
    2%, 0%, 4%, 4%, -3%, 7%, ?, -5%, -5%, 8%
Cc1ccc(-c2c(C(=O)N/N=C/c3cccnc3)nnn2-c2nonc2N)cc1
    0%, -1%, ?, -6%, -2%, -42%, 23%, 2%, -5%, -1%
Cc1ccc2c(c1)c1ncnc(N3CCOCC3)c1n2C
    7%, 15µM*, -10%, -12%, -1%, -20%, 14%, 4%, ?, 0%
Cc1ccc(CC(=O)O/N=C(\N)c2cccc([N+](=O)[O-])c2)cc1
    0%, ?, ·, -9%, -3%, 13%, 38%, 13%, 13%, 2%
CC1=NNC(=O)C1CC(=O)N/N=C/c1ccncc1 (stereo not drawn)
    -1%, 1%, 6%, 5%, -1%, -16%, -2%, -16%, -2%, -1%
O=C(Nc1ccc(S(=O)(=O)N2CCOCC2)cc1)c1ccccc1F
    0%, -1%, -4%, ?, 2%, 0%, 32%, 20%, 6%, 1%
COc1ccc(Cn2nnnc2C(C(C)C)N2CCc3ccccc32)cc1 (stereo not drawn)
    ·, 2%, 10%, -4%, ·, -31%, -2%, 0%, ·, ·
CN1CC2(Cc3c1ccc1ccccc31)C(=O)OC(C)(C)OC2=O
    -2%, 0%, 27%, 3%, -17%, -89%&13%[inhibitor], -21%, 0%, -8%, -2%
C#Cc1ccc(CN2CCC(Oc3ccc(C(=O)NCc4ccccn4)cc3)CC2)cc1
    -11%, 1%, 4%, 10%, 3%, -20%, ?, -2%, -3%, 0%
CCn1c(SCC(=O)Nc2oc(C)c3c(C)n[nH]c(=O)c23)nc2sc(C)c(C)c2c1=O
    3%, 4%, ·, 0%, -3%, 3%, ·, ·, -1%, -1%
COc1ccc(-n2nc(C(=O)NCC(=O)NCCCN3CCN(C)CC3)c3ccccc3c2=O)cc1OC
    2%, 1%, ?, 2%, -2%, 3%, -23%, -8%, 21%, -6%
Cc1cccc(NC(=O)/C(C#N)=C/c2ccccc2Cl)n1
    1%, 6µM*, -3%, -3%, 0%, -34%, 1%, 0%, 11%, -3%
CN(Cc1ccco1)C(=O)CSc1nn2c(=O)c(C(C)(C)C)nnc2s1
    0%, ·, ·, ?, ·, -16%, ·, ·, 16%, ·
CCOC(=O)c1sc(NC(=O)CSc2nc(C)cc(-c3ccccc3)n2)c(C#N)c1C
    1%, -20%, -7%, ·, 4%, -9%, -18%, -5%, 7%, 0%
C=C(C)CNC(=S)Nc1sc2c(c1C(=O)OCC)CC(C)(C)OC2
    0%, -18%, 17%, 7%, 2%, -17%, 1.4µM*, 1.4µM*, -7%, 0%
CS(=O)(=O)N1CCN(C(=O)NC2CCCCC2)CC1
    0%, 0%, -3%, 1%, -3%, -1%, 10%, -9%, -1%, 1%
CC(C)(C)Nc1nc(SCC(=O)Nc2ccccc2)nc(N2CCOCC2)n1
    -2%, 7%, 0%, 7%, -1%, -28%, 14%, -6%, -4%, -7%
COCCn1c(C)cc(C2=NNC(=Nc3ccc(Cl)cc3Cl)SC2)c1C
    -1%, ?, -7%, ·, 1%, -2%, -1%, -4%, 1%, 3%
O=C(CCCOc1ccccc1)NCCc1ccccc1
    0%, ?, ?, 0%, 1%, 59%, 30%, 15%, 0%, -8%
Cc1nc(N)sc1N=Nc1ccc(Br)cc1
    ?, 4.3µM*, 12%, ·, 2.2µM*, 29%, ?, ?, ?, 1.3µM*
CCOc1ccc(C(=O)OCC(=O)Nc2cccnc2Cl)cc1OCC
    -1%, ·, ·, -5%, ·, -34%, ·, ·, -7%, ·
Cc1ccnc(NC2(C(F)(F)F)N=C(c3ccccc3)NC2=O)c1 (stereo not drawn)
    -1%, -2%, -3%, ·, -2%, 3%, -6%, -7%, -1%, 5%
CC1CC(C)CN(C(=O)C2CCN(S(=O)(=O)c3cccc4cccnc34)CC2)C1 (stereo not drawn)
    -6%, 1%, 4%, 5%, 1%, -2%, 4%, 3%, -4%, -4%
CC(C)CCNC(=O)C1CC(=O)N(CCc2ccccc2)C1 (stereo not drawn)
    -1%, 2%, -5%, -10%, -1%, 2%, 3%, -3%, 5%, -4%
CC(C)(C)n1nnnc1C(c1ccc(Cl)cc1)N1CCCc2ccccc21 (stereo not drawn)
    -12%, 3%, 5%, 1%, 0%, -8%, 4%, -12%, 8%, -9%
O=C(N/N=C/c1c(Cl)cccc1Cl)c1ccc(F)cc1
    10%, ?, 16%, ·, 12%, -11%, 11µM*, -1%, 20%, 20%
Cc1cccc(C(C)Nc2ccc([N+](=O)[O-])cn2)c1 (stereo not drawn)
    1%, -10%, ?, 3%, -4%, 0%, 13%, 2%, -4%, 0%
CCOC(=O)C(NC(=O)OC(C)C)(Nc1nccs1)C(F)(F)F (stereo not drawn)
    -3%, -1%, 8%, 3%, 1%, -8%, -9%, 7%, 8%, 1%
CS(=O)(=O)N(Cc1ccc(C(=O)NCCSCc2ccco2)cc1)c1ccccc1
    -3%, 2%, -8%, -1%, -2%, -43%, -19%, -1%, -4%, -3%
Cc1cccc(OCCCCNCc2ccccc2)c1
    -3%, -1%, -8%, -7%, -8%, -34%, -30%, -1%[10 µM], 5%, 2%
COCCN1C(=O)N[C@@H](c2ccccc2)C(C(=O)OC)=C1C
    1%, -2%, -16%, 8%, -1%, -2%, -18%&-7%, 6%&-1%, 6%, 2%
COc1cc2c(cc1NC(=O)c1ccncc1)oc1ccccc12
    ?, ?, -1%, -7%, 27%, 5%, ?, 2%, 8%, 25%
Cc1ccc2c(c1)c1c(n2CC(O)Cn2ccnc2C)C(=O)CCC1 (stereo not drawn)
    -3%, -1%, 31%[activator], 5%, -2%, -32%, ?, -4%, -8%, 4%
CC(C)(C)OC(=O)N1Cc2ccccc2C[C@H]1C(=O)O
    0%, -2%, 5%, -1%, -2%, -18%, -5%, -8%, 5%, 4%
CC(C)CSc1nnc2c3ccccc3n(C)c2n1
    ?, 11µM*, 39%[activator], -7%, 18%, 18%, -1%[1.91 µM], ?, ·, 6%
Cc1nn(-c2ccccc2)c(C)c1C1C(C#N)=C(N)Oc2n[nH]c(C)c21 (stereo not drawn)
    4%, 1%, -29%, -4%, 1%, -20%, 2%, -13%, -1%, -11%
FC(F)(F)COc1ccc(-c2nnc(SCc3c(Cl)cccc3Cl)o2)cn1
    1%, -19%, ·, 5%, 10%, -11%, -13%, 5%, 22%, -1%
